Bioassay records: PubChem BioAssay, several laboratories
eIF4E 4G PPI – eIF4E–eIF4G protein interaction inhibitors, primary screen, biochemical, uHTS, TR-FRET, eIF4GI fragment. Eukaryotic translation initiation factor 4E (Mus musculus) + Eukaryotic translation …. TR-FRET eIF4E-eIF4GI(517-606) binding, 2 h. inhibition, % at 21.7 µM. 220,000 tested, 0.37% active. AID 782, 2007;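 active = inhibition above about 30%, limit read from the data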;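 also: 0% = full FRET control wells and 100% = background wells lacking eIF4GI fragment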
m-calpain inh – inhibitors of pig calpain II, primary screen, biochemical, fluorogenic peptide substrate, 1536-well. purified calpain II, 30 min. inhibition, % at 16 µM. 220,000 tested, 0.37% active. AID 1236, 2008;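 active = inhibition above about 50%, limit read from the data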
Mdm2 ligase inh – MDM2-luciferase reporter signal enhancers, primary screen, MDM2 E3 ligase inhibitor project, cell-based, luminescence, 1536-well. E3 ubiquitin-protein ligase Mdm2 (Homo sapiens), Q00987. cell-based MDM2 ubiquitination luciferase reporter, 2 h; 0 = plate control, 100 = twice control, blank-subtracted. signal enhancement, % at 5 µM. 210,000 tested, 0.11% active;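 active = signal enhancement of 30% or more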;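 also: luminescence tracks abundance of the self-degrading MDM2-luciferase fusion protein; higher signal means inhibition of MDM2 E3 ligase activity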
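Buffer or medium: Cells held in DMEM | Assay system: Stable mammalian line carrying autodegrading MDM2–luciferase fusion reporter | Quantity: 2000 cells/well | Times: 4 h settle plus 2 h compound, 37 °C | Doses: One concentration, 5 µM, with 0.2% DMSO | Technique: Luminescence with SteadyLite reagent, 15 min at room temperature | Benchmarks: Plate controls and plate blanks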
L929 necroptosis – inhibitors of zVAD-triggered necroptosis, primary screen, L929 cells; L929 zVAD necroptosis rescue, ATP luminescence, 24 h; with zVAD 60 µM; viability rescue, % at 10 µM; AID 1377, 2008; 220,000 tested, 0.38% active;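 active = activation, scaled between plate controls, above about 75%, limit read from the data; inactive = activation under that limit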;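 also: 0% = zVAD with DMSO and 100% = DMSO alone without zVAD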
EBV gp42 inh – Epstein-Barr virus gp42 inhibitors, primary screen, biochemical, uHTS, fluorescence polarization; inhibition, % (tested at 21.74 µM); 220,000 tested, 0.42% active; Fluorescence polarization binding assay, mP read-out; Glycoprotein 42 (Epstein-Barr virus (strain AG876)), Q1HVG2; in the data active = inhibition above about 50%
Target sequence (Q1HVG2 whole entry, looked up): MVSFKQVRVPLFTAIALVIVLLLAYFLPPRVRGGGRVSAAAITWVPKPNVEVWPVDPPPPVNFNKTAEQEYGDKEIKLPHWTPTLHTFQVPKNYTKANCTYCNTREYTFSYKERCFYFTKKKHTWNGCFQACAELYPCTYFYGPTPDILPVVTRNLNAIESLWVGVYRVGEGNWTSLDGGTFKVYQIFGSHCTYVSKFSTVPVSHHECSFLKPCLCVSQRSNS
Cl transport mod – KCC2 cotransporter modulators, thallium flux, primary screen, cell-based, HEK293 KCC2, FluoZin-2 fluorescence, MLSMR. 190,000 tested, 2.2% active. KCC2 cells, thallium flux FluoZin-2 fluorescence. B-score of Tl+ flux slope (higher = more flux/activation; lower = inhibition) at 10 µM. Solute carrier family 12 member 5 (Homo sapiens), Q9H2X9;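 active = thallium flux slope and its plate-corrected score both differing from the plate sample mean at a set confidence after two filtering rounds, in either direction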;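 also: slope of fluorescence scaled to starting intensity during 10 to 20 s after thallium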
TNF death inh – inhibitors of TNF-alpha triggered necroptosis, primary screen, cell-based, Jurkat FADD-/-, single concentration | Jurkat FADD-/- TNF necroptosis rescue, ATP luminescence, 24 h; 0 = TNF only, 100 = no-TNF cells | 220,000 tested, 0.068% active | activation (protection from cell death), % at 10 µM;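 active = activation, meaning protection from cell death, of at least 50% relative to plate controls; inactive = activation below 50%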;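 also: necroptosis triggered by 40 ng/mL TNF-alpha added together with compound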
PERK inhibitor – block of dimerizer-induced PERK translation repression, primary screen, PERK inhibitor project, CHO PERK-DD cells, SEAP luminescence, HTS | 220,000 tested, 0.17% active | inhibition, % at 5.6 µM | CHO PERK-DD fusion, SEAP luminescence translation reporter | AID 1416, 2008 | Eukaryotic translation initiation factor 2-alpha kinase 3 (Homo sapiens), Q9NZJ5;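 active = inhibition above the mean inhibition of all tested compounds plus 3 SD, set separately per screening campaign, cut at about 2.9% in these data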;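 also: PERK kinase domain activated by AP20187 dimerizer at 100 nM; 0% = DMSO with dimerizer and 100% = rapamycin at 8.4 µM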
Rad51 HR inh – human RAD51 strand exchange inhibitors, primary screen, biochemical, fluorescence; DNA repair protein RAD51 homolog 1 (Homo sapiens), Q06609; hRad51 DNA strand exchange, fluorescence dequenching; inhibition, % at 10 µM; 200,000 tested, 0.085% active;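 active = inhibition above 40% at the single screening dose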;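 also: 0% = DMSO control wells and 100% = blanks with heterologous ssDNA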
Target sequence (Q06609 whole entry, looked up): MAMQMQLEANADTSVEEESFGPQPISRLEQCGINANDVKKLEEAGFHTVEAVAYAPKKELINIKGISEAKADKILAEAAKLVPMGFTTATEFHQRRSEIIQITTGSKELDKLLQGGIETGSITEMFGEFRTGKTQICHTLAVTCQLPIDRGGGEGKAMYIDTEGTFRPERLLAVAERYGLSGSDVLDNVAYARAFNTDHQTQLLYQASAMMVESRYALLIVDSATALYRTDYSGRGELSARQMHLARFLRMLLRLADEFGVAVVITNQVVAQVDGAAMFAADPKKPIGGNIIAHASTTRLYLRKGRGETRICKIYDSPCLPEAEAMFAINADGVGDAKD
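Test system: preformed human Rad51 ssDNA filaments; also added: Donor/quencher-labelled 47-bp dsDNA substrate; doses: 10 µM final, single point; times: 37 °C 15-min filament assembly, 30-min compound preincubation, 15-min exchange; detection: FRET fluorescence dequenching, excitation 485 nm, emission 520 nm; read-out basis: Fluorescence-based percent inhibition, control- and blank-normalised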
An asterisk follows results filed as active; i = inactive; nt = no result given; [ ] = dose if it differs, or a comment.

compound	eIF4E 4G PPI	m-calpain inh	Mdm2 ligase inh	L929 necroptosis	EBV gp42 inh	Cl transport mod	TNF death inh	PERK inhibitor	Rad51 HR inh
COC(=O)c1ccc(C(C(=O)NCc2ccccc2)N(Cc2ccco2)C(=O)c2cnccn2)cc1 (centres undefined)	1	29	-11	-0.5	-1	nt	-3.1	-1.0	7
CCc1cccc(N(CC(=O)NCc2ccc(F)cc2)C(=O)c2csnn2)c1	2	8	16	1.0	-16	-2.2	2.4	1.0	2
CCOC(=O)Cc1csc(NC(=O)c2ccc(S(=O)(=O)N3CCOCC3)cc2)n1	3	-5	-5	0.6	-7	-0.44	-0.2	2.1	13
O=[N+]([O-])c1ccc(S(=O)(=O)CC(CN2CCCCC2)N2CCCCC2)cc1 (centres undefined)	3	13	-5	26	-19	1.4	-16	-0.1	6
O=C(C1CCC(CNc2c(N3CCOCC3)c(=O)c2=O)CC1)N1CCN(c2ccccc2)CC1 (centres undefined)	0	0	-11	-0.6	-16	-0.24	-1.0	1.3	2
O=C1CCN(N=Nc2cccc(Cl)c2)N1	-5	5	2	1.4	-36	0.62	-2.2	1.4	6
CCC1CCCCN1CC(C)(C)NS(=O)(=O)c1ccccc1 (centres undefined)	-1	3	-7	-0.9	-8	0.064	0.4	0.1	4
CCOc1ccc(Cn2nnc(C(=O)NCc3ccc(OC)cc3)c2N)cc1	-5[fluorescence artefact?]	-22	-5	0.9	-13	1.1	-0.2	0.0	0
CCOC(=O)NN1C(=O)c2ccccc2NC1(C)C	-1	i	-18	0.0	2	0.45	0.9	0.7	32
Cc1ncc(S(=O)(=O)c2ccccc2)c(-c2ccccc2Cl)n1	3	21	-10	1.5	11	0.18	0.2	-0.5	6
CCOc1ccc(/C(O)=C2/C(=O)C(=O)N(CCOCCO)C2c2ccccc2)cc1 (centres undefined)	-1	-1	-17	0.8	-6	nt	-0.1	1.2	4
O=[N+]([O-])c1cc2cccnc2c2ncccc12	1	-13	-8	3.5	-8	0.8	-23	0.5	6

compound	eIF4E 4G PPI	m-calpain inh	Mdm2 ligase inh	L929 necroptosis	EBV gp42 inh	Cl transport mod	TNF death inh	PERK inhibitor	Rad51 HR inh
O=C(c1ccc2c(c1)N(Cc1ccc(F)cc1)C(=O)CS2)N1CCOCC1	-5	-13	-8	-0.2	-14	-0.00071	2.6	0.2	0
COC(=O)Nc1ccc(S(=O)(=O)N2c3ccccc3CCC2C)cc1 (centres undefined)	-4	0	-7	2.6	-2	-0.5	1.9	0.8	6
COc1ccc(N2C(N)=C(C#N)C(c3ccsc3)C3=C2CCCC3=O)c(OC)c1 (centres undefined)	-6	-4	-19	-0.7	-11	-0.0058	1.5	-1.1	nt
COc1cccc(CN(C(=O)Cn2nnc(-c3ccccc3F)n2)C(C(=O)NC(C)(C)C)c2ccncc2)c1 (centres undefined)	0	-19	-5	-1.0	-7	nt	-1.1	0.6	9
O=C(Nc1ccc(F)cc1)c1nc[nH]c1C(=O)Nc1ccccc1[N+](=O)[O-]	-2	-73	-6	1.2	-1	0.4	1.5	1.8	8
CCOC(=O)c1oc2cc(O)c(CC)cc2c(=O)c1-c1cscn1	1	-7	-9	1.5	-22	0.027	0.1	1.5	-1
O=c1cnnc(Nc2cccc(F)c2)[nH]1	1	-21	-6	0.6	-16	0	0.3	2.2	-3
CC(C)CC(C(=O)Nc1ccccc1)N1C(=O)C2C3C=CC(C3)C2C1=O (centres undefined)	0	-2	nt	-0.8	-4	0.2	-0.6	0.8	nt
Cc1cc(O)ccc1Nc1nc2ccccc2nc1Nc1ccc(O)cc1C	1[fluorescence artefact?]	-39	-1	5.5	22	nt	-2.8	0.2	2
CC1(C)C(=O)Nc2ccccc2N1C(=O)CSc1nnc2c(Cl)cc(Cl)cn12	11	9	-3	-0.2	-11	-0.36	1.2	0.5	4
COc1cc(C(=S)N2CCOCC2)cc(OC)c1OC(=O)c1cc([N+](=O)[O-])c(C)c([N+](=O)[O-])c1	-2	-50	-11	0.5	7	nt	-1.3	-0.6	1
CCOc1ccc2[nH]cc(C(=O)NCCCN3CCOCC3)c(=O)c2c1	0	1	-7	1.5	-11	0.85	-0.3	1.4	28

| Compound | eIF4E 4G PPI | m-calpain inh | Mdm2 ligase inh | L929 necroptosis | EBV gp42 inh | Cl transport mod | TNF death inh | PERK inhibitor | Rad51 HR inh |
| --- | --- | --- | --- | --- | --- | --- | --- | --- | --- |
| CCn1c(COc2ccccc2Cl)nnc1SCC(=O)Nc1ncccc1C | 13 | -2 | 8 | 1.1 | -18 | 1.1 | 0.8 | 0.7 | -7 |
| CC(C)NS(=O)(=O)c1ccc(OCC(=O)NCc2ccc3c(c2)OCO3)c(Cl)c1 | -1 | 10 | 4 | 0.1 | -2 | -2 | 1.5 | -0.1 | -7 |
| CC(C)(C)c1cc(C(=O)Nc2ccc(F)cc2)n(Cc2ccc(F)cc2)n1 | 4 | 14 | -31 | 1.0 | -6 | -0.018 | -0.3 | -0.6 | 7 |
| CCOc1ccc(-c2cc(C(=O)NN)[nH]n2)cc1 | 5 | 2 | 7 | 1.6 | -29 | -0.43 | 3.8 | 1.5 | 1 |
| CC(C)NC(=O)c1ccccc1NC(=O)CCS(=O)(=O)Cc1ccccc1 | 3[fluorescence artefact?] | -4 | -1 | -0.1 | -9 | -0.04 | -1.5 | 0.1 | 5 |
| O=C1Cc2ccccc2Sc2ccc(O)cc21 | 11[fluorescence artefact?] | -20 | -2 | 0.6 | -7 | -0.19 | 0.7 | 0.6 | -5 |
| CCOc1ncccc1C(=O)OCC(=O)c1cc(OC)ccc1OC | 3 | 8 | -3 | 12 | -3 | nt | -0.8 | -0.1 | -9 |
| CCOc1ccc(NC(=S)NCCCN2CCN(C3CCCCC3)CC2)cc1 | -2 | 18 | -1 | 0.0 | 3 | -0.08 | 0.0 | -1.0 | 7 |
| COc1ccc(C=O)cc1Cn1cnc2c(cnn2C)c1=O | 3 | -8 | -2 | 1.7 | 6 | -0.17 | -0.9 | -0.3 | 8 |
| O=C1/C(=C\c2ccc(O)c(O)c2)N=C2CCCCCN12 | 1 | 30 | -8 | 4.8 | -84 | 0.78 | -6.7 | 1.3 | -39 |

| Compound | eIF4E 4G PPI | m-calpain inh | Mdm2 ligase inh | L929 necroptosis | EBV gp42 inh | Cl transport mod | TNF death inh | PERK inhibitor | Rad51 HR inh |
| --- | --- | --- | --- | --- | --- | --- | --- | --- | --- |
| COc1cc(C#N)ccc1OCC(=O)c1ccc2c(c1)OCCO2 | 0[fluorescence artefact?] | -2 | -32 | 0.9 | -13 | 0.93 | -4.5 | 1.3 | -4 |
| c1ccc2c(NCC3CCCO3)nc(N3CCCCC3)nc2c1 (centres undefined) | 0 | -121 | -10 | -1.7 | -1 | -1.1 | 0.2 | -0.4 | 14 |
| Cc1ccc(N2CCN(/N=C/c3c(C)nn(-c4ccccc4)c3Cl)CC2)cc1 | 0 | 39 | -8 | 0.3 | -10 | -0.043 | 1.2 | 2.7 | 3 |
| O=C(COC(=O)c1ccccc1NS(=O)(=O)c1cc([N+](=O)[O-])ccc1Cl)c1ccccc1 | 16 | 21 | -7 | 0.8 | -6 | 0.018 | -0.7 | 1.8 | 10 |
| Cc1cccc(NC(NC(=O)c2ccccn2)C(Cl)(Cl)Cl)c1 (centres undefined) | 22 | -1 | 4 | -0.1 | -13 | 0.9 | 1.8 | -0.7 | -3 |
| CCn1cc(Cl)c(C(=O)N2N=C3/C(=C/c4cccs4)CCCC3C2c2cccs2)n1 (centres undefined) | -4 | -111 | 6 | 1.3 | -9 | 0.38 | -5.0 | -0.1 | 0 |
| CC1CCCC(NC(=O)CSc2nnnn2C)C1C (centres undefined) | -9 | -50 | -1 | 1.3 | -2 | 0.071 | 0.8 | 0.5 | 3 |
| Cn1ncc([N+](=O)[O-])c1C(=O)N/N=C/c1cccc([N+](=O)[O-])c1 | 14 | -9 | 3 | 0.0 | -14 | nt | -1.7 | 1.0 | 3 |
| O=S(=O)(c1ccc(Cl)cc1)N1CCN(c2ncccn2)CC1 | -1 | -15 | 5 | -0.6 | -13 | nt | 0.2 | 0.6 | nt |
| Cc1cccc(N2CCN(C(=O)C(C)C)CC2)c1C | 8 | 19 | -72 | -0.4 | -18 | 1.1 | -0.9 | 0.1 | -1 |
| COc1cccc(/C=N/n2cnnc2)c1OCc1ccccc1 | -6 | -193 | nt | -0.3 | -15 | nt | -0.1 | -1.1 | -6 |

Profiles, looked up by structure.
Record of `Cc1cccc(NC(NC(=O)c2ccccn2)C(Cl)(Cl)Cl)c1` (centres undefined) : eIF4E 4G PPI = 22; m-calpain inh = -1; Mdm2 ligase inh = 4; L929 necroptosis = -0.1; EBV gp42 inh = -13; Cl transport mod = 0.9; TNF death inh = 1.8; PERK inhibitor = -0.7; Rad51 HR inh = -3
Record of `O=C(COC(=O)c1ccccc1NS(=O)(=O)c1cc([N+](=O)[O-])ccc1Cl)c1ccccc1` : eIF4E 4G PPI = 16; m-calpain inh = 21; Mdm2 ligase inh = -7; L929 necroptosis = 0.8; EBV gp42 inh = -6; Cl transport mod = 0.018; TNF death inh = -0.7; PERK inhibitor = 1.8; Rad51 HR inh = 10
Record of `COc1cc(C#N)ccc1OCC(=O)c1ccc2c(c1)OCCO2` : eIF4E 4G PPI = 0[fluorescence artefact?]; m-calpain inh = -2; Mdm2 ligase inh = -32; L929 necroptosis = 0.9; EBV gp42 inh = -13; Cl transport mod = 0.93; TNF death inh = -4.5; PERK inhibitor = 1.3; Rad51 HR inh = -4
